Source: PubChem (several laboratories)
CHRM4 agonist: human M4 muscarinic receptor agonists, primary screen, CHO-K1 cells, Fluo-8 calcium fluorescence | 0.14% of 360,000 active | CHO-K1 hM4/Gqi5; vehicle 0%, full acetylcholine response 100% | activation, % at 3 µM | Muscarinic acetylcholine receptor M4 (Homo sapiens), P08173;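 active = activation above the run mean over all test wells plus 3 SD, cut at about 32% in these data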;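 also: peak over basal fluorescence ratio per well then scaled between controls; 0% = DMSO wells and 100% = acetylcholine at EC100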
CHRM4 PAM: human M4 muscarinic receptor positive allosteric modulators, primary screen, CHO-K1 cells, Fluo-8 calcium fluorescence. 0.4% of 360,000 active. activation, % at 3 µM. CHO-K1 hM4/Gqi5, ACh EC20; 0% = ACh EC20, 100% = maximal ACh. Muscarinic acetylcholine receptor M4 (Homo sapiens), P08173;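 active = activation above its plate's cutoff, the mean activation of sample wells plus 3 SD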; also: some results filed as inactive read as strong as hits
M5 ag: human M5 muscarinic receptor agonists, primary screen, CHO-K1 cells, Fluo-8 calcium fluorescence; Muscarinic acetylcholine receptor M5 (Homo sapiens), P08912; AID 624037, 2012; activation, % at 3 µM; 0.19% of 360,000 active; CHO-K1 hM5 cells; 0% DMSO wells, 100% maximal acetylcholine response;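 active = activation above the run's mean over test compounds plus 3 SD, cut at about 23% in these data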;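 also: signal is peak over basal fluorescence ratio across the kinetic read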
Target sequence (P08912 whole entry, looked up): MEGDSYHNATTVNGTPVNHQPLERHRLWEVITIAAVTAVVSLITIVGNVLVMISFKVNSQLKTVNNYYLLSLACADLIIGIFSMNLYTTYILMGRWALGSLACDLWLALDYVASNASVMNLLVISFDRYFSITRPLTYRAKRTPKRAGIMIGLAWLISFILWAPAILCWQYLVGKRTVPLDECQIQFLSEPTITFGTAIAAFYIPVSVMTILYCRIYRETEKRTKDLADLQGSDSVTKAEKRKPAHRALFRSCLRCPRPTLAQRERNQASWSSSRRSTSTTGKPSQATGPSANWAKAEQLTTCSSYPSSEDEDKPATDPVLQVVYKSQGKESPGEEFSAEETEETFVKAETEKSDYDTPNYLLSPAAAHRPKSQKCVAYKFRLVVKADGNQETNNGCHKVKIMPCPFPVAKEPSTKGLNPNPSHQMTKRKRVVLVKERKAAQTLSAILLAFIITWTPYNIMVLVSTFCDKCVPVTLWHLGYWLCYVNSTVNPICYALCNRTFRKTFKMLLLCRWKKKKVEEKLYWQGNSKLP
M4 antag: human M4 muscarinic receptor antagonists, primary screen, CHO cells, Fluo-8 calcium fluorescence; Muscarinic acetylcholine receptor M4 (Homo sapiens), P08173; CHO-hM4 cells, ACh EC80; inhibition, % at 3 µM; 0.73% of 360,000 active; AID 624125, 2012;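 active = inhibition above its plate's cutoff, the mean inhibition of sample wells plus 3 SD, cut at about 27% in these data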;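 also: 0% = acetylcholine EC80 with DMSO and 100% = DMSO without agonist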
CHRM1 PAM: human M1 muscarinic receptor positive allosteric modulators, primary screen, CHO-K1 cells, Fluo-8 calcium fluorescence, 1536-well. activation, % at 3 µM. 0.088% of 360,000 active. CHO-K1 hM1, ACh EC20; 0% = ACh EC20, 100% = maximal ACh. Muscarinic acetylcholine receptor M1 (Homo sapiens), P11229; in the data active = activation above about 19%, passing the limit was not always enough
Target sequence (P11229 whole entry, looked up): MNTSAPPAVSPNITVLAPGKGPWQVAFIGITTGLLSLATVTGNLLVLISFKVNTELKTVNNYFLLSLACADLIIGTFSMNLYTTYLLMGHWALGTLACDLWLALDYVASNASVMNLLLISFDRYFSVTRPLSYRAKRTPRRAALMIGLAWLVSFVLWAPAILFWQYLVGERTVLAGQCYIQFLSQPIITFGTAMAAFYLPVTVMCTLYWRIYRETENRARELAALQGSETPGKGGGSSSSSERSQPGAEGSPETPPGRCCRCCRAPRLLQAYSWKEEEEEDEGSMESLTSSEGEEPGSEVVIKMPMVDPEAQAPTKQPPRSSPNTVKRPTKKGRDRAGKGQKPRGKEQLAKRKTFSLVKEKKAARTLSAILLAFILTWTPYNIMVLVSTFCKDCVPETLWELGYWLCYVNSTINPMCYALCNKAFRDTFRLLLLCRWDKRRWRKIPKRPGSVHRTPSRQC
CHRM5 PAM: human M5 muscarinic receptor positive allosteric modulators, primary screen, CHO-K1 cells, Fluo-8 calcium fluorescence; activation, % at 3 µM; CHO-K1 hM5, ACh EC20 PAM; 0% = ACh EC20, 100% = ACh EC100; 0.3% of 360,000 active; Muscarinic acetylcholine receptor M5 (Homo sapiens), P08912;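 active = activation above the run cutoff, the mean activation of all test compounds plus 3 SD, cut at about 18% in these data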
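System: CHO-K1 hM5 cells. Reagent: acetylcholine, EC20 level. Compound dosing: single dose, 3 µM nominal final test concentration. Timing: Post-acetylcholine fluorescence recording 140 s. Detection: Fluo-8 calcium fluorescence. Read-out: % activation, ACh-normalized. Benchmarks: ACh EC20 and EC100 wells. Repeats: singlicate, one well per test compound.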
CRFR2-BP antag: antagonists of CRF-BP/CRF-R2 complex, primary screen, cell-based, HEK293, calcium dye fluorescence, uHTS. CRF-induced calcium fluorescence. inhibition, % at 11.8 µM. AID 588475, 2011. 0.59% of 350,000 active;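 active = inhibition of the ligand-induced calcium signal above about 50% at the single tested concentration, limit read from the data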
M5 antag: human M5 muscarinic receptor antagonists, primary screen, CHO cells, Fluo-8 calcium fluorescence | Muscarinic acetylcholine receptor M5 (Homo sapiens), P08912 | inhibition, % at 3 µM | CHO-hM5 cells, ACh EC80 | AID 624040, 2012 | 0.59% of 360,000 active;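 active = inhibition above a per-plate cutoff, the mean of that plate's test compounds plus 3 SD, cut at about 27% in these data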;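 also: 0% = acetylcholine EC80 with DMSO and 100% = DMSO without agonist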
CRFR2-BP ag: agonists of CRF-BP/CRF-R2 complex, primary screen, cell-based, HEK293, calcium dye fluorescence, uHTS; activation, % at 13.2 µM; CRF-binding protein / CRF receptor 2 complex (human); calcium dye fluorescence (FLIPR); percent of saturating CRF peptide response; 0.46% of 350,000 active;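 active = activation of at least 50%, plus an integration ratio under a set limit after plate pattern correction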;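 also: plate controls were neutral control wells without compound for no effect and CRF at EC100 for full effect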
An asterisk follows results filed as active; / = no result given; & = joins results of further samples.

Preview, three compounds:
SMILES | CHRM4 agonist | CHRM4 PAM | M5 ag | M4 antag | CHRM1 PAM | CHRM5 PAM | CRFR2-BP antag | M5 antag | CRFR2-BP ag
COc1ccc(C(=O)COC(=O)c2cnc(C)cn2)c(OC)c1 | -0.2 | -5.3 | 5.7 | -5.4 | -0.4 | 7.7 | -3.9 | -5.6 | -1.0
Cc1ccc(C(=O)NCc2ccc3c(c2)OCO3)o1 | 1.0 | -1.9 | 3.5 | -20.6 | 7.5 | -6.8 | 10.8 | 1.3 | -0.7
COc1ccc(Cl)cc1NC(=O)CN(C)C(=O)c1cc2c(s1)CCCC2 | 4.8 | -2.6 | -2.8 | -14.3 | 8.6 | -8.6 | -13.7 | 4.1 | -2.5

All compounds of this part, from the start:
SMILES | CHRM4 agonist | CHRM4 PAM | M5 ag | M4 antag | CHRM1 PAM | CHRM5 PAM | CRFR2-BP antag | M5 antag | CRFR2-BP ag
COc1ccc(C(=O)COC(=O)c2cnc(C)cn2)c(OC)c1 | -0.2 | -5.3 | 5.7 | -5.4 | -0.4 | 7.7 | -3.9 | -5.6 | -1.0
Cc1ccc(C(=O)NCc2ccc3c(c2)OCO3)o1 | 1.0 | -1.9 | 3.5 | -20.6 | 7.5 | -6.8 | 10.8 | 1.3 | -0.7
COc1ccc(Cl)cc1NC(=O)CN(C)C(=O)c1cc2c(s1)CCCC2 | 4.8 | -2.6 | -2.8 | -14.3 | 8.6 | -8.6 | -13.7 | 4.1 | -2.5
COc1ccc(-n2nc(C(=O)NCC(=O)NCc3ccc(F)cc3)c3ccccc3c2=O)cc1 | 9.1 | 3.0 | 1.5 | -15.6 | -1.0 | -2.4 | -7.3 | 3.4 | -1.2
NC(=O)CC(NC(=O)Cc1ccc(Cl)cc1)c1ccc(N2CCN(c3ccccn3)CC2)c([N+](=O)[O-])c1 (configuration not stated) | 0.5 | 21.1 | 2.9 | -3.3 | 5.2 | 12.4 | 3.2 | -8.7 | -3.2
Cc1ccc[n+](CC(=O)c2ccc(Cl)cc2)c1 | 0.8 | 1.4 | -2.9 | 4.3 | 5.2 | -0.3 | 2.4 | 8.8 | -0.8
COC(=O)C1CN(C(=O)COc2ccc(Cl)cc2Cl)c2ccccc2O1 (configuration not stated) | 4.4 | -1.9 | -2.7 | -5.1 | -0.2 | -4.3 | -14.3 | 12.9 | -0.6
O=C(Nc1ccc(F)cc1F)c1cc2n(n1)C(C(F)(F)F)C1CCCCC1N2 (configuration not stated) | 1.1 | 9.3 | 0.1 | -8.1 | 6.5 | -4.0 | 7.7 | 1.2 | -0.9
Brc1cccc2sc(N3CCCC3)nc12 | -0.3 | 1.3 | -6.2 | 4.1 | -2.8 | 10.1 | -4.7 | -4.5 | -5.6
O=C(OCc1ccc(F)cc1)c1cc2ccccc2cc1O | -0.2 | 1.1 | -0.7 | -10.2 | -2.6 | 5.6 | -3.9 | 2.2 | 1.4
O=C(NCCN1CCCC1)C1CCN(S(=O)(=O)N2CCC3(CC2)OCCO3)CC1 | 0.2 | -6.4 | 2.4 | 0.9 | -5.6 | -1.0 | -5.7 | 5.2 | -1.9
COc1ccc(CCCc2nnc(SCC(=O)NN)o2)cc1 | 0.8 | -0.4 | -1.1 | 21.9 | 10.4 | -7.5 | -4.0 | 6.1 | -0.7
COc1ccc(-n2cnc(N)c2C(=O)c2cccc([N+](=O)[O-])c2)cc1 | 2.7 | 6.3 | -3.8 | -3.3 | 9.7 | -2.0 | 0.8 | 7.1 | -1.9
CCC(C(=O)OCC(=O)Nc1cccc(C(C)=O)c1)c1ccccc1 (configuration not stated) | 3.9 | -9.6 | 0.6 | 3.4 | -6.7 | -7.9 | 19.8 | 15.5 | -2.3
Cc1cc(C)cc(NC(=O)Nc2ccc(NC(=O)c3ccccc3O)cc2)c1 | 1.2 | 1.0 | -1.8 | -6.6 | 2.9 | -1.9 | -8.7 | -3.0 | 0.2
COc1ccc(C(=O)NCc2cn3cccc(C)c3n2)cc1OC | 0.4 | -1.4 | 0.6 | -3.4 | -9.7 | -4.4 | 10.1 | 4.9 | -6.7
O=C(O)c1cc(S(=O)(=O)N2CCCCC2)ccc1N1CCCC1 | -0.5 | -0.9 | 3.7 | -2.1 | 4.6 | 1.1 | 4.0 | 8.2 | -0.2
O=S(=O)(Nc1ccccc1)c1cccc2nonc12 | 1.2 | 1.7 | -4.4 | 6.3 | 7.3 | 3.2 | -4.7 | 0.3 | -4.6
Cc1cc(C(=O)N2CCc3ccccc3C2)no1 | 1.1 | 6.9 | -1.9 | 6.5 | 19.5 | 12.9 | -1.4 | -8.9 | 1.1
C=CCn1c(SCCCC)nc(O)cc1=O | -0.5&10.8 | 3.7&-3.5 | 0.7&1.1 | -0.6&4.3 | 1.4&0.3 | -1.1&-0.5 | 3.6&5.4 | 0.3&2.4 | -1.6&8.6
CCOc1ccc(/C=N/NC(=O)C2CC2)c(OCC)c1 | -0.6 | 1.6 | -2.5 | 2.5 | 9.6 | 4.7 | 0.6 | -3.6 | 0.2
CCN(CC)S(=O)(=O)c1ccc2c(c1)N(CC(=O)N1CCCC1)C(=O)CO2 | 0.7 | -0.5 | -2.3 | -5.5 | 25.7 | 12.6 | -11.2 | -2.8 | -1.1
C#Cc1ccc([C@@H]2C=C(C(=O)NC3CC3)O[C@H](OCC)[C@H]2CCCO)cc1 | 3.6 | 1.6 | 8.2 | 2.6 | -0.2 | -3.7 | 18.0 | 7.9 | 1.5
O=C(Nc1cccc(S(=O)(=O)N2CCCCCC2)c1)c1ccc2ccccc2n1 | -0.1 | -3.8 | -2.2 | 8.6 | 0.8 | -6.3 | 16.1 | -0.8 | 0.4
O=C(COC(=O)CCC(=O)c1cccs1)NCc1ccc(Cl)cc1 | 1.0 | -3.8 | -0.1 | -8.5 | 10.4 | -3.6 | -19.0 | 14.5 | -1.1
CCCn1c(C(C)Nc2nc(C)cs2)nc2cc(Cl)c(Cl)cc21 (configuration not stated) | -0.3 | -5.0 | -1.6 | 3.9 | -2.7 | -4.9 | -1.5 | 11.8 | -1.9
O=C(CN1C(=O)c2ccccc2S1(=O)=O)c1ccc(Cl)cc1Cl | 5.2 | 16.7 | -6.2 | -3.9 | 16.9 | 0.4 | -20.6 | -12.9 | -3.4
CCCC(=O)Nc1ccc(-c2cn3cccnc3n2)cc1 | 0.2 | -0.4 | -2.5 | -9.9 | 15.1 | -2.1 | 2.1 | 6.2 | 0.9
COc1ccc(C(=O)/C=C/N(C)C)cc1 | 1.1 | -7.5 | -2.0 | 10.3 | 5.1 | -2.1 | 3.8 | 0.6 | 0.1
CCOc1ccc(Br)cc1S(=O)(=O)N1CCSC1 | -0.4 | -4.5 | -8.2 | -8.4 | -4.1 | -6.8 | 2.3 | 6.5 | -2.4
COc1cccc(-c2nc(CS(=O)(=O)CC(=O)NCCN3CCOCC3)c(C)o2)c1 | 0.9 | 1.1 | -4.4 | -11.7 | -3.7 | -4.7 | 9.5 | 9.5 | -2.2
CCn1ncc(/C=N/NS(=O)(=O)c2ccc(Cl)cc2)c1C | 0.8 | -3.6 | -1.0 | -4.1 | -1.8 | -2.9 | -26.6 | -10.1 | -1.0
COc1ccc(Cl)cc1N(CC(=O)N/N=C/c1ccc(OC(C)C)cc1)S(=O)(=O)c1ccc(C)c([N+](=O)[O-])c1 | 0.8 | 2.2 | -4.4 | 0.7 | 3.5 | -6.6 | 2.4 | 12.5 | -1.4
Oc1ccc2ccccc2c1CNc1ccc(Br)cn1 | 1.0 | -3.8 | -0.2 | 5.4 | 5.2 | -7.2 | -4.9 | -0.4 | 1.3
COc1ccc(OC)c(N(CC(=O)N2CCC(C)CC2)S(=O)(=O)c2ccccc2)c1 | 1.1 | -2.8 | 0.7 | -2.5 | 5.4 | 0.9 | -6.7 | 1.1 | -0.9
COc1ccc(NC(=O)c2cnc(SC)nc2C)c(OC)c1 | 2.7 | 2.4 | -3.4 | -0.9 | 6.1 | 3.7 | -13.2 | -3.9 | 0.4
COC(=O)[C@]12CCCCC=C1N(CCC1=CCCCC1)C(=O)[C@H](CC(=O)N1CCN(C(=O)C3CC3)CC1)C2 | 11.2 | -3.4 | 6.9 | -5.2 | / | -3.7 | / | -0.8 | /
COc1ccc2cc(CNCCOCCOCCNCc3ccc4cc(OC)ccc4c3)ccc2c1 | 13.3 | 0.3 | -8.5 | 7.9 | -12.3 | -3.0 | -36.4 | 14.2 | 6.8
C=CCn1c(SCCOc2ccc(OC)cc2)nnc1C(C)NC(=O)Cc1ccc(OC)cc1 (configuration not stated) | -1.6 | 11.3 | 1.6 | -1.6 | 3.9 | -0.2 | 14.8 | -1.4 | -1.2
COC(=O)[C@]1(C)N[C@H](CN(C)C(=O)Nc2ccc(F)cc2)[C@@H]2C(=O)N(C)C(=O)[C@@H]21 | 1.7 | -0.6 | 1.1 | -3.4 | 4.7 | -1.6 | 4.8 | -8.0 | -4.5
Cc1cc(C)cc(NS(=O)(=O)c2ccc3[nH]cc(C(=O)NCc4ccco4)c(=O)c3c2)c1 | 0.7 | 8.8 | -2.1 | 1.2 | 0.6 | 8.8 | 19.1 | -0.2 | 0.3
CC(C)OC(=O)CSc1nnc(-c2ccccn2)n1C | 1.2 | 2.1 | -0.6 | 8.0 | 7.7 | 0.1 | -7.6 | -2.2 | 1.7
O=C(NCCNc1ccc([N+](=O)[O-])cc1C(F)(F)F)c1ccccc1F | 7.9 | 1.5 | 1.0 | -2.0 | -10.3 | -7.1 | -0.1 | 3.1 | -0.9
COC(=O)c1ccc(NC(=O)CSc2nnc(C)n2CC2CCCO2)cc1 (configuration not stated) | 1.5 | -1.9 | -1.0 | 9.0 | 3.6 | -0.2 | 4.0 | -1.5 | -0.4
Cc1ccc(S(=O)(=O)N2CCN(C(=O)COC(=O)Cc3ccc(Cl)cc3)CC2)c(C)c1 | 7.4 | -3.4 | 2.0 | -2.0 | -8.1 | -0.6 | 5.8 | 3.5 | 0.3
C/C=C/COC(=O)c1[nH]c2c(c1C)C(=O)CC(c1ccco1)C2 (configuration not stated) | 1.9 | -5.4 | -3.6 | -3.2 | 1.7 | -5.6 | -4.1 | -4.4 | -4.1
O=C(O)C1CC=CCC1C(=O)Nc1ccc(Oc2ccc(Cl)cc2)cc1 (configuration not stated) | 1.9 | 6.5 | -2.3 | -10.1 | 0.9 | 4.2 | 2.2 | -4.0 | 0.1
CC1CCc2c(C(=O)NCc3ccccn3)csc2C1 (configuration not stated) | 0.2 | 11.9 | -1.6 | 6.8 | 15.0 | 11.2 | -2.4 | -5.3 | -1.2
